Screening results as filed in PubChem BioAssay.
S2 tox: cell viability loss in ATXN counter-screen | S2 cells (HEK-293 line with an ATXN2-luciferase reporter) viability, CellTiter-Fluor protease fluorescence, 24 h | Potency, µM (titrated, usually from 56.7 µM), actives largely listed as cytotoxic | 0.49% of 400,000 active | AID 651635; also: potency is read from the fitted curve at half-maximal effect; nearly all actives have a fitted effect of over 40% in size
KB-3-1 tox: KB-3-1 parental cell cytotoxicity. Potency, µM (series often up to 46.1 µM), inactives show at the top dose activity change, negative = cytotoxic, most hits filed as cytotoxic. KB-3-1 viability, CellTiter-Glo ATP luminescence, 72 h. 1.4% of 400,000 active; also: potency is read from the fitted curve at half-maximal effect; % is scaled to controls: 0 for no effect and ±100 for the full control effect; nearly all actives have a fitted effect of over 60% in size
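72 h, 37 °C compound treatment of KB-3-1 parental cells; CellTiter-Glo added, 10 min, luminescence read. Data corrected against DMSO-only plates and normalized before curve fitting.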
MCF10A rereplic: inducers of DNA re-replication in MCF 10A breast cells; Potency, µM (highest dose often 46.1 µM), for inactives: at the top dose activity, positive = re-replication, usual class: activators; MCF 10A DNA re-replication, Hoechst nuclear intensity, 48 h; 2.9% of 350,000 active; also: potency is read from the fitted curve at half-maximal effect; % of control where 0% means no effect; nearly all actives have a fitted effect of over 50% in size
HT1080 IDH1KD tx: HT-1080 IDH1 knockdown cell toxicity (counter line) | 2% of 360,000 active | AID 686971 | Potency, µM (doses to about 46.1 µM), inactives show at the highest dose activity, negative = toxicity, usual class: cytotoxic | HT-1080 IDH1 knockdown viability, ATP luminescence, 48 h;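 also: potency is read from the fitted curve at half-maximal effect; 0% = DMSO wells and -100% = cell-free medium wells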
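After a 2 h attachment period, IDH1KD HT-1080 cells took pin-transferred compound for 48 h at 37 °C; ATP-based luminescence after 10 min room-temperature reagent incubation reported viability.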
KB-V1 cytotox: kills drug-selected multidrug resistant KB-V1 cells. KB-V1 MDR cells viability, CellTiter-Glo, 72 h. Potency, µM (top dose mostly 46.1 µM), for inactives: at the highest dose activity change, negative = cytotoxicity, hits mostly cytotoxic. 3.4% of 400,000 active; also: potency is read from the fitted curve at half-maximal effect; % is scaled to controls: 0 for no effect and ±100 for the full control effect; nearly all actives have a fitted effect of over 60% in size
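In this primary screen, KB-V1 cells overexpressing P-gp are incubated with library compounds (lowest to highest concentration) for 72 h at 37 degrees C before a luminescent ATP viability read.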
SW480 rereplic: DNA re-replication induction in SW480 cells; SW480 DNA re-replication, Hoechst DNA content imaging, 48 h; Potency, µM (doses to about 46.1 µM), inactives show at the top dose re-replication activation, most hits filed as activators; 1.8% of 340,000 active; also: potency is read from the fitted curve at half-maximal effect; % of control where 0% means no effect; nearly all actives have a fitted effect of over 55% in size
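SW480 cells exposed to compounds for 48 hr at 37 C, 5% CO2, then Hoechst-stained 40 min. Nuclear DNA content imaged by fluorescence scanning (405 nm excitation, 500-530 nm emission); re-replication scored as increased high-intensity nuclei.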
ATXN2 expr inh: ATXN2 expression inhibition. HEK-293 ATXN2-luciferase reporter, luminescence, 24 h. Potency, µM (highest dose often 57 µM), for inactives: at the top dose activity change, negative = inhibition, actives largely listed as inhibitors. 0.72% of 360,000 active. AID 1745845; also: potency is read from the fitted curve at half-maximal effect; % is scaled to controls: 0 for no effect and ±100 for the full control effect; nearly all actives have a fitted effect of over 55% in size
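qHTS (up to 57 uM final) was run with 24 h compound exposure of reporter cells at 37 °C. Each well was multiplexed: SteadyGlo luminescence measured ATXN2-luciferase expression after a fluorogenic Gly-Phe-AFC viability readout (25 uM final).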
IL1B secr inh: inflammasome signaling inhibition, IL-1 beta readout. THP-1 LPS/ATP IL-1B secretion, AlphaLISA, 16 h; stronger effect = lower value. activity change, % at 57.5 µM. 4.7% of 360,000 active; in the data active = activity change below about -50%; inconclusive = mostly about -30% to -49%; also: % is scaled to controls: 0 for no effect and ±100 for the full control effect
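Secreted IL-1B measured by AlphaLISA bead assay after 16 h compound exposure of THP-1 cells; compounds (final up to 57.5 uM) added 1 h before LPS (250 ng/mL) and ATP (1.25 mM) stimulation; lower signal means less secretion.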
HT1080NT lethal: kills 2HG-producing HT-1080-NT fibrosarcoma cells | HT-1080-NT fibrosarcoma viability, CellTiter-Glo ATP luminescence, 48 h | Potency, µM (titrated, usually from 46.1 µM), for the others: at the highest dose activity, negative = less viability, actives largely listed as cytotoxic | 1.6% of 360,000 active | AID 686970;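 also: NT is the 2HG producing partner of a matched IDH1 knockdown line; potency is read from the fitted curve at half-maximal effect; 0% = DMSO-treated cells and -100% = media-only wells without cells; nearly all actives have a fitted effect of over 55% in size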
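Toxicity toward the 2HG-producing NT line was scored as %Activity, normalised to DMSO and no-cell wells, from CellTiter-Glo luminescence after 48 hours' treatment.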
Active calls of the source: *; i = inactive; ? = inconclusive; · = no result given; & = joins results of further samples; [ ] = another dose, or the depositor's remark. Unless noted, calls follow the shape of the dose curve; as a rule, active = well fitted curve in the direction sought with a large enough effect; inconclusive = small, poorly fitted or top-dose-only effect, or another doubt; inactive = no such curve, though single readings can be large; an effect the other way counts as inactive or inconclusive.

SMILES	S2 tox	KB-3-1 tox	MCF10A rereplic	HT1080 IDH1KD tx	KB-V1 cytotox	SW480 rereplic	ATXN2 expr inh	IL1B secr inh	HT1080NT lethal
O=C(O)CCn1c(C(=O)O)cc2sccc21	i	33%	-37%[inhibitor]	10%	8%	-3%[9.22 µM]	-14%	0	13%
c1ccc(-n2nnc(-c3cccnc3)n2)cc1	i	-3%	-10%	10%	5%	-3%	71%[activator]	28	8%
C=CCNC(=S)N1CCN(c2ccccc2Cl)CC1	i	-1%	-2%	8%	4%	-8%	·	-23	7%
CN(C)CCN1CCN(C2CN(CCc3ccccc3)S(=O)(=O)C2)CC1 (stereo not drawn)	i	0%	·	19%	7%	·	6%	27	15%
O=C(Cc1ccccc1)NCC(=O)N/N=C/c1ccc([N+](=O)[O-])s1	?	?	5%	?	?	15µM*	?	?	-25%
Cc1ccc(-c2ccc(=O)n(CC(=O)NCCN3CCCCC3C)n2)cc1 (stereo not drawn)	i	4%	-7%	-27%	5%	6%	-16%	-7	0%
O=C(CCCCCN1C(=O)[C@@H]2Cc3ccccc3CN2C1=O)N[C@@H](Cc1ccc(O)cc1)C(=O)O	i	0%	7%	-2%	-10%	3%	-6%	7	2%
CSc1ccccc1NC(=S)N/N=C/c1cccn1Cc1ccc(F)cc1	i	0%	?	-18%	?	0%	-3%	28	-10%
NS(=O)(=O)c1cccc(NC(=O)CSc2nnc(C3CC3)n2C2CC2)c1	i	-2%	-2%	13%	?	?	5%	0	7%
COc1ccc(-c2ccc3c(c2)S(=O)(=O)c2cccc(C(=O)NC4CCCCC4)c2C3=O)cc1OC	i	15%	10%	12%	12%	-22%	9%	16	18%
CC(=O)NC(CCS(C)(=O)=O)C(=O)Nc1cccc(C)c1 (stereo not drawn)	i	3%	2%	7%	0%	-3%	6%	19	11%
O=C(CNC(=S)NC(=O)c1ccccc1Br)c1ccccc1	i	20%	-5%	6%	0%	3%	-12%[11.3 µM]	16	16%
Brc1ccc(-c2nnc3ccc(N4CCN(c5ccccc5)CC4)nn23)cc1	?	-14%	4%	-3%	0%	-5%	?	9	-1%
O=C1CC(C(=O)O)(c2ccccc2)c2cccc(F)c21 (stereo not drawn)	i	0%	-7%	2%	23%	-7%	-16%	35	0%
c1ccc(-c2nnnn2-c2ccccc2)cc1	i	9%	4%	0%	-2%	?	-20%	-2	5%
Cc1ccc(C(=O)NN2C(=O)C3C(C2=O)C2C=CC3C23CC3)cc1 (stereo not drawn)	i	-1%	2%	-3%	-19%	5%	-27%	-3	-1%
OC(CNC1Cc2ccccc2C1)c1ccccc1 (stereo not drawn)	i	0%	-6%	-7%	0%	-8%	-13%	-4	-1%
COc1ccc(-c2cc3nc(-c4ccc(C)cc4)cc(C(F)(F)F)n3n2)cc1	i	-2%	·	·	?	·	1%	·	·
c1ccc2c(c1)ccc1[nH]c3c(c12)CCCC3	i	?	?	-22%	?	12%	98%[activator]	-10	-10%
CCOC(=O)N1CCN(CCC(=O)Nc2ccc(OC)cc2OC)CC1	i	-9%	1%	-5%	1%	-8%	8%	9	-7%
Cc1[nH]n(-c2ccccc2)c(=O)c1/C=N/O	i	0%	?	?	10%	?	2%	14	?
O=c1[nH][nH]c2c1[C@H](c1ccc(F)cc1)O[C@H](CCC(F)(F)F)C2	i	-5%	·	?	-2%	·	2%	-1	?
COc1ccc(NC(=O)c2cc(C3CC3)on2)c(OC)c1	?	-5%	-3%	-1%	-13%	-7%	13%	-16	3%
O=C(Nc1cccnc1)c1cc(-c2ccc(Br)cc2)nc2ccccc12	i	-16%	?	?	8%	17%	-18%	-77*	?
O=C(CCNC(=O)c1ccc(Br)cc1)Nc1ncccc1O	i	10%	-7%	0%	?	-11%	-16%	23	-4%
COc1ccc(NC(=O)CSc2nc3ccncc3[nH]2)c(OC)c1	i	-23%&-13%	-3%	4%	5%&25%	?	-11%	19	-7%
CC(C)(CO)Nc1nc(N2CCCC2)nc(N2CCCC2)n1	i	9%	-3%	11%	-10%	-5%	-12%	14	-3%
CCCCn1c(SCC(=O)NCc2ccco2)nc2ccccc2c1=O	i	5%	?	0%	44%	-7%	0%	-9	-4%
CC(C)(C)c1cc(C2=CSC3=NCCN23)cc(C(C)(C)C)c1O	?	-3%	?	2%	?	?	-6%	-20	-1%
Cn1cc(CN2CCC(n3nccc3NC(=O)CCc3ccccc3)CC2)cn1	?	20%	0%	9%	0%	11%	4%	0	8%

Compound profiles, as listed above. Values in the order: S2 tox, KB-3-1 tox, MCF10A rereplic, HT1080 IDH1KD tx, KB-V1 cytotox, SW480 rereplic, ATXN2 expr inh, IL1B secr inh, HT1080NT lethal
Cn1cc(CN2CCC(n3nccc3NC(=O)CCc3ccccc3)CC2)cn1 is listed as ?, 20%, 0%, 9%, 0%, 11%, 4%, 0, 8%
O=c1[nH][nH]c2c1[C@H](c1ccc(F)cc1)O[C@H](CCC(F)(F)F)C2 is listed as i, -5%, ·, ?, -2%, ·, 2%, -1, ?
COc1ccc(NC(=O)CSc2nc3ccncc3[nH]2)c(OC)c1 is listed as i, -23%&-13%, -3%, 4%, 5%&25%, ?, -11%, 19, -7%

Additional results.
SMILES	S2 tox	KB-3-1 tox	MCF10A rereplic	HT1080 IDH1KD tx	KB-V1 cytotox	SW480 rereplic	ATXN2 expr inh	IL1B secr inh	HT1080NT lethal
CCCCN(C(=O)c1ccc(N2C(=O)c3ccccc3C2=O)cc1)c1c(N)n(CC(C)C)c(=O)[nH]c1=O	i	0%	-1%	6%	-2%	-5%	7%	10	4%
COc1ccc(CCN2CC(C(=O)N(C)CC(=O)Nc3cccc(F)c3)CC2=O)cc1OC (stereo not drawn)	i	3%	1%	-4%	-5%	?	6%	29	0%
O=C(OCc1nc2ccccc2[n+]([O-])c1C(=O)c1ccccc1)c1ccco1	i	-13%	0%	14%	0%	2%	-1%	6	-1%
CC(C)CC(=O)Nc1ccc(S(=O)(=O)Nc2nccs2)cc1	i	1%	0%	12%	?	0%	·	40	16%
O=C(Nc1ccc(-c2nc3ccccc3[nH]2)cc1)c1c(F)c(F)c(F)c(F)c1F	i	-13%	?	-2%	-12%	1%	5%	-7	-1%
CCc1nc2ccc(C(=O)NCCOc3ccc(OC)cc3)cn2c1N(CC)Cc1ccc(OC)c(OC)c1	i	0%	·	-10%	1%	·	-12%	?	-29%
CCCn1nc(C(=O)N2CCCc3ccccc32)c2ccccc2c1=O	i	-1%	-7%	-25%	?	12%	-10%	0	-2%
COc1ccc(Cn2c(-c3ccco3)nc3oc4cc(OC)ccc4c(=O)c3c2=O)cc1	i	-1%	2%	13%	-2%	1%	11%	0	14%
COc1cccc(NC(=O)COC(=O)c2cc(=O)c3ccccc3o2)c1	i	9%	?	-5%	-2%	-3%	-5%	10	-5%
O=c1[nH]ncc2c3ccccc3n(Cc3ccccc3)c12	i	4%	-1%	-20%	-17%	0%	5%	40	-1%
O=C(Nc1ccc(N2CCN(C(=O)c3ccco3)CC2)cc1)c1ccco1	i	27%	0%	15%	-2%	-5%	51%	-3	7%
CCn1c(O)c(/C=C2\C=Nc3ccccc32)sc1=O	i	?	?	-3%	-1%	12%	65%[activator]	0	-1%
O=C(Cn1cnc2nc3c(cc2c1=O)CCCC3)N1CCN(c2cccc(C(F)(F)F)c2)CC1	i	-7%	·	·	-1%	·	-3%	·	·
N#Cc1ccccc1-c1ccccc1C(=O)N1CCCCC1	?	-5%	1%	8%	-14%	-36%[inhibitor]	1%	10	3%
O=C(COC(=O)CNS(=O)(=O)c1ccc(F)c(F)c1F)NC1CC1	i	17%	-3%	14%	?	-3%	-2%	4	14%
CCC(=O)NCCCCNC(=O)CC	i	2%	?	10%	-1%	-1%	6%	1	12%
CCOc1nnnc2c1sc1nc(N3CCOCC3)c3c(c12)CCCC3	i	?	4%	17%	-4%	2%	-11%	-15	18%
CN1CCCCC1(C)C(=O)NCc1ccc(C(C)(C)C)cc1 (stereo not drawn)	i	0%	·	-3%	5%	·	3%	-5	-2%
COC(=O)N/N=C(C)/C=C/c1ccccc1	i	-8%	-3%	-1%	?	-2%	12%	-11	-3%
CCOC(=O)C1CCCN(C(=O)COc2ccc(N(C)S(=O)(=O)c3ccc(F)cc3)cc2)C1 (stereo not drawn)	?	16%	-1%	-1%	?	-25%	·	11	0%
COc1ccc(/C=C2\N=C(C(C)(C)C)OC2=O)c(OC)c1	i	3%	23µM*	0%	-8%	-1%	·	31	-1%
CN(C(=O)CSc1nnc(-c2ccncc2)n1-c1ccccc1)C1CCS(=O)(=O)C1 (stereo not drawn)	i	9%	-2%	-1%	11%	4%	-4%	23	7%
O=C(Nc1cccc(F)c1)c1ccc2ncsc2c1	i	8%	-6%	-4%	-1%	-1%	69%[activator]	-26	-3%
N=C1c2ccccc2CN1NC(=O)c1cccc(S(=O)(=O)N2CCCC2)c1	i	0%	0%	4%	7%	4%	·	8	11%
O=C(Nc1cccc(-c2cnc3ccccc3n2)c1)c1ccncc1	i	0%	13%	?	-17%	0%	-1%	69	-2%
CCc1ccc(NC(=O)Nc2cccs2)cc1	i	-9%	3%	2%	3%	1%	75%[activator]	-19	-2%
O=C1CC(C(=O)N2CCOCC2)C2(CCCC2)O1 (stereo not drawn)	i	3%	7%	6%	2%	-4%	-25%	36	15%
Cc1cc(OC(C)C(=O)NCc2cccnc2)c2c(C)c(Cc3ccccc3)c(=O)oc2c1 (stereo not drawn)	i	12%	?	-3%	4%	-4%	-22%	25	5%
COc1ccc(NC(=O)c2oc3ccccc3c2NC(=O)C(C)(C)C)cc1	i	-23%	30%	?	9.2µM*	14%	1%	-55*	-1%
CCCCCCn1c(=O)n2n(c1=O)C[C@]1(OC(=O)NCc3ccccc3)CN(S(=O)(=O)c3ccc(C)cc3)C[C@]1(O)C2	?	?	·	-26%	4%	·	-26%	-24	-22%
